Compound activity deposited in PubChem by several laboratories.
SIAH1 antagonists = Siah-1 peptide-binding antagonists, primary screen, biochemical, fluorescence polarization, rhodamine-plectin, uHTS (AID 1817) | 290,000 tested, 0.02% active | Siah-1 / rhodamine-plectin peptide fluorescence polarization; higher % means a stronger effect | displacement, % at 20 µM; hits with a dose series show IC50 in µM;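 active = displacement of at least 50% at 20 µM, with a fluorescence ratio check between 0.3 and a set limit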;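 note: plate controls were Siah plus tracer with DMSO for no effect and tracer alone without Siah for full effect; strong numbers were not always called active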
GPR35 antagonists = GPR35 antagonists blocking zaprinast-driven arrestin recruitment, primary screen, imaging, U2OS, beta-arrestin-GFP, zaprinast agonist (AID 2058) | inhibition, % at 10 µM, or IC50 in µM where a hit was titrated | 290,000 tested, 0.052% active | U2OS GPR35 beta-arrestin-GFP translocation imaging, zaprinast antagonism; higher % means a stronger effect;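 active = inhibition of at least 50% with at least 30 cells and total cytoplasm GFP at most 10,000,000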
NTR1 agonist = agonists of NTR1, primary screen, imaging, U2OS cells, beta-arrestin-GFP, high content (AID 493036) | Neurotensin receptor type 1 (Homo sapiens), P30989 | NTR1-U2OS beta-arrestin-GFP spot imaging, agonist mode | activation, % at 20 µM | 330,000 tested, 0.17% active;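 active = activation at or above 40% of the spot to cytoplasm intensity ratio, with at least 20 cells analyzed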;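 note: 0% = DMSO without peptide and 100% = 100 nM NTR1 peptide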
Target sequence (P30989 whole entry, looked up): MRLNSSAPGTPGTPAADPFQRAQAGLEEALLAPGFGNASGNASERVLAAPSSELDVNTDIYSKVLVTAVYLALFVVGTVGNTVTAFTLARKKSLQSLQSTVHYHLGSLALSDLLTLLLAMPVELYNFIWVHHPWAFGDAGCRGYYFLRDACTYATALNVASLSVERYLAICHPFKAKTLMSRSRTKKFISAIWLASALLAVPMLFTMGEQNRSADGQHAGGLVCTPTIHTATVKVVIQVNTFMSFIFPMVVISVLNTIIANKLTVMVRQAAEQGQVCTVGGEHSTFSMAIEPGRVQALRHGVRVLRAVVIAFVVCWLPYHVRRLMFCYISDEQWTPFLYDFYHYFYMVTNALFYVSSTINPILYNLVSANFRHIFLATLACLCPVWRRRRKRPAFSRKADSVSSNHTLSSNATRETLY
GPR55 LPI antagonism = GPR55 antagonists blocking LPI-driven arrestin recruitment, primary screen, imaging, U2OS, beta-arrestin-GFP, LPI agonist (AID 2013) | G-protein coupled receptor 55 (Homo sapiens) | U2OS GPR55 beta-arrestin-GFP translocation imaging, LPI antagonism; higher % means a stronger effect | one-dose inhibition, % at 10 µM; IC50 in µM for titrated hits | 290,000 tested, 0.13% active;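 active = spots per cell inhibited over 60%, with over 100 cells counted and total cytoplasm intensity under 500,000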;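 note: U2OS cells stably carrying GPR55 and arrestin-GFP stimulated by 5 µM LPI near EC80; imaged beta-arrestin-GFP aggregate spots per cell after agonist stimulation; plate controls were LPI-stimulated DMSO wells for no effect and DMSO wells without LPI for full effect; some results filed as inactive read as strong as hits; confirmed hits need IC50 under 10 µM and bright autofluorescent wells are also inconclusive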
HIV fusion peptide = inhibitors of HIV fusion peptide binding, primary screen, biochemical, uHTS, fluorescence dequenching (AID 1986); inhibition, % at 20 µM, or IC50 in µM where a hit was titrated; 290,000 tested, 0.3% active; cell-free peptide binding, fluorescence dequenching, 30 min; higher % means a stronger effect; in the data active = inhibition mostly above about 52%, no sharp cut-off; inactive = mostly below about 76%; note: some results filed as inactive read as strong as hits
LYP inhibition = inhibitors of LYP phosphatase, biochemical, fluorescence intensity, uHTS (AID 1779); one-dose inhibition, % at 11.5 µM; IC50 in µM for titrated hits; 290,000 tested, 0.054% active; recombinant LYP phosphatase, fluorescence intensity; higher % means a stronger effect; in the data active = inhibition above about 50%;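 note: plate controls were vehicle with enzyme for no effect and no enzyme for full effect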
Rac1 GTP hydrolysis = MgcRacGAP GTPase-activating activity inhibitors, confirmation, biochemical, ADP Hunter fluorescence. inhibition, % at 30 µM; hits with a dose series show IC50 in µM. Rac GTPase-activating protein 1 (Homo sapiens). 340,000 tested, 0.6% active. MgcRacGAP-stimulated Rac1 GTP hydrolysis, ADP Hunter fluorescence; higher % means a stronger effect; GST-tagged Rac1 F28L mutant substrate;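 active = first-screen hits whose inhibition reached a set limit at any dose in the follow-up dose series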;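 note: fluorescence reports GDP produced by GAP-driven GTP hydrolysis; strong numbers were not always called active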
PhoP inhibition = inhibitors of PhoP regulon expression, primary screen, Salmonella Typhimurium, GFP reporter (AID 1863); S. Typhimurium PhoP-regulated promoter GFP reporter, 4 h; higher % means a stronger effect; inhibition, % at 50 µM; hits with a dose series show IC50 in µM; 300,000 tested, 0.16% active;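 active = inhibition over 29.93%, a cutoff 3 SD above the screen mean, later confirmed by dose response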;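 note: 0% = low Mg2+ inducing control and 100% = high Mg2+ repressing control; strong numbers were not always called active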
Myeloid diff MLP = induction of myeloid progenitor differentiation, primary screen, cell-based, flow cytometry, MLPCN library; ER-HoxA9 myeloid progenitors, lysozyme-GFP differentiation; calls only at 10 µM; 360,000 tested, 1% active;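 active = normalized GFP-positive differentiation at or above the plate's own cutoff, the solvent-only control mean plus 3 SD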;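 note: cells exposed to compound for four days before flow analysis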
NTR1 agonist cell count 20 µM = second read-out of NTR1 agonist, no call of its own (marks repeat the call); cell count; measured here: cell count, cytotoxicity flag
Myeloid diff MLP GFP+ MAC1+ % = also measured in Myeloid diff MLP; calls as there; GFP+ MAC1+ double positive, %; measured here: differentiation confirmed by MAC1 staining
* = called active by the depositor; i = inactive; · = no result given; + = active, no number.

SMILES	SIAH1 antagonists	GPR35 antagonists	NTR1 agonist	NTR1 agonist cell count 20 µM	GPR55 LPI antagonism	HIV fusion peptide	LYP inhibition	Rac1 GTP hydrolysis	PhoP inhibition	Myeloid diff MLP	Myeloid diff MLP GFP+ MAC1+ %
Cc1ccc(-c2nc(CN3CCCCC3)cc(CN3CCCCC3)c2O)cc1	0%	7%	-0.1	87	7%	0.2%	2%	·	-2%	i	0.2
CCCn1cc(CN2CCC(C(=O)Nc3cccc(-c4cscn4)c3)CC2)c(C)n1	-7%	-20%	-0.1	69	-12%	0.1%	-14%	-11%	9%	i	1.4
COc1ccc(N2CCC(CNC(=S)Nc3cccc(OC)c3)C2)cc1 (centres undefined)	0%	6%	0.0	39	10%	0.8%	-1%	·	16%	·	·
COc1cc(C(N)=O)cc(Cl)c1OCc1ccccc1	7%	1%	-0.3	57	17%	-0.3%	-6%	6%	-5%	i	0.2
COc1ccccc1Cn1c(=S)[nH]c2cc(C(=O)N3CCC(C(N)=O)CC3)ccc2c1=O	-2%	0%	-1.0	59	-7%	-1.6%	-12%	7%	-3%	+	2.7*
CCOC(=O)c1cc2c(C)n(-c3ccc(OCC)cc3)c(C)c2ccc1=O	1%	3%	3.4	102	-7%	28%	-3%	11%	3%	i	1.9
Cc1c(C(=O)OCC(=O)Nc2c(C)n(C)n(-c3ccccc3)c2=O)cccc1[N+](=O)[O-]	1%	0%	3.8	45	3%	-1.4%	2%	-3%	4%	i	0.0
COc1ccc(N2C(=O)CC(Nc3ccc(C(=O)O)cc3)C2=O)cc1OC (centres undefined)	2%	-4%	-0.4	46	-5%	-0.5%	-2%	2%	-2%	i	0.7
Cc1cccc(-n2c(CNC(=O)Cc3ccccc3)n[nH]c2=S)c1	4%	-2%	-0.9	54	-3%	1.4%	-8%	-22%	10%	i	0.6
CN(CC(=O)Nc1ccc(F)cc1)C(=O)COC(=O)Cc1c(F)cccc1Cl	·	·	-0.3	66	·	·	·	4%	11%	i	0.5
CCCOc1ccc(C2NC(=O)NC(c3ccccc3)=C2C(C)=O)cc1OCC (centres undefined)	-2%	-6%	-0.7	80	6%	-1.3%	0%	6%	5%	i	1.2
CCCc1c(NC(=O)Nc2ccc(F)cc2)cnn1-c1ccc(Cl)cc1	3%	-5%	0.8	35	3%	1.5%	-6%	9%	-4%	+	0.6*
CCOc1cc(-c2c(C)c(CC)nc(N)c2C#N)ccc1O	3%	-6%	2.9	52	-4%	0.4%	-11%	11%	-9%	i	1.0
CCOCCCNC(=S)Nc1cc(OCC)c(NC(=O)c2ccco2)cc1OCC	4%	18%	-1.1	38	5%	-1.8%	-5%	8%	-6%	i	0.4
O=C(COC(=O)c1cc(=O)[nH]c2ccccc12)NC(=O)c1ccccc1	·	·	0.0	63	·	·	·	-6%	0%	i	0.8

Sorted by value in LYP inhibition (rising): some entries from above
compound	LYP inhibition
CCCc1c(NC(=O)Nc2ccc(F)cc2)cnn1-c1ccc(Cl)cc1	-6%
CCOC(=O)c1cc2c(C)n(-c3ccc(OCC)cc3)c(C)c2ccc1=O	-3%
CCCOc1ccc(C2NC(=O)NC(c3ccccc3)=C2C(C)=O)cc1OCC (centres undefined)	0%

Remaining list, next part:
SMILES	SIAH1 antagonists	GPR35 antagonists	NTR1 agonist	NTR1 agonist cell count 20 µM	GPR55 LPI antagonism	HIV fusion peptide	LYP inhibition	Rac1 GTP hydrolysis	PhoP inhibition	Myeloid diff MLP	Myeloid diff MLP GFP+ MAC1+ %
Cc1cc(C)c2nc(NC(=O)[C@@H](NC(=O)c3cccc(S(=O)(=O)N4CCOCC4)c3)C(C)C)sc2c1	-1%	-1%	0.6	52	-6%	-1.2%	-1%	10%	-7%	i	0.0
O=C(/C=N/O)NCCCN1CCCCCC1	-1%	-3%	-0.1	44	-2%	-2.0%	-8%	-5%	0%	i	1.4
COc1ccc(CCN2CCCC(CN(C)C(=O)c3ccoc3)C2)cc1 (centres undefined)	-7%	15%	-0.8	46	6%	-1.2%	-9%	9%	7%	i	0.7
Cn1c2c(c(=O)[nH]c1=O)C(c1ccc(O)cc1)C1=C(N2)c2ccccc2C1=O (centres undefined)	-7%	-5%	0.6	48	0%	-0.3%	-2%	·	-2%	·	·
O=C(CN1CCSCC1)N/N=C/c1ccc(F)cc1F	-1%	1%	2.2	72	-2%	-0.4%	-8%	13%	3%	i	0.7
CCN1CCN(Cc2nnc(-c3ccccc3)o2)CC1	2%	13%	-0.8	55	1%	-1.5%	-5%	8%	8%	i	0.4
C/C(=N\NC(=O)c1cc(C)oc1C)c1ccc2ccccc2c1	-2%	7%	2.1	44	1%	-0.8%	-6%	11%	1%	i	0.8
CCOc1ccc2ccccc2c1/C=N\NC(=O)c1ccc([N+](=O)[O-])cc1	1%	-13%	4.4	61	-8%	0.1%	-3%	0%	1%	i	1.3
COC(=O)c1ccc(CN2CCN(C3CCCC3)C(CCO)C2)cc1 (centres undefined)	16%	-14%	2.6	60	2%	-1.0%	-3%	4%	5%	i	0.3
COc1ccc(OC)c(-n2c(-c3cccc(S(=O)(=O)N(C)C)c3)n[nH]c2=S)c1	-4%	-8%	-0.4	85	8%	-0.8%	-5%	2%	5%	i	0.7
Cc1ccc(S(=O)(=O)N2CCCC(C(=O)NCC(C)C)C2)cc1 (centres undefined)	2%	21%	1.7	57	4%	0.9%	0%	-2%	12%	·	·
CSCCC(=O)N1CC[C@@H](N2CCN(c3ccccc3F)CC2)[C@H](O)C1	0%	10%	0.5	70	-7%	-2.0%	-6%	8%	4%	i	0.3
CCc1ccc(-c2nc(CSCC(=O)NC3CC3)c(C)o2)cc1	3%	10%	0.1	55	8%	2.2%	-6%	8%	-10%	i	3.2
COC(=O)[C@H]1C[C@@H]1[C@H](NC(=O)c1cnccn1)c1ccccc1	-3%	13%	-0.9	99	10%	-1.3%	-4%	-1%	-1%	i	0.4
c1cc2nnnn2nc1N1CCCCC1	2%	-3%	-1.4	52	6%	-0.8%	-1%	2%	21%	i	9.0
CCOc1ccc(C(=O)NC2CCN(C(=S)NCc3ccco3)CC2)cc1	-1%	-5%	-0.6	47	-5%	-0.8%	-1%	-2%	-8%	i	12
COc1ccc(NC(=O)/C(=C\c2ccccc2)NC(=O)c2ccco2)cc1	-1%	-2%	4.9	39	8%	4.5%	2%	6%	-6%	i	0.4
CCOc1ccc(N(CC(=O)NC2CCCC2)S(=O)(=O)c2c(C)[nH]c(=O)[nH]c2=O)cc1	1%	3%	4.8	51	4%	-0.1%	-2%	-6%	2%	i	2.2
Cc1cc(C)cc(N(C(=O)c2csnn2)C(C(=O)NC(C)(C)C)c2ccccn2)c1 (centres undefined)	7%	2%	2.9	54	6%	-1.1%	-10%	4%	12%	i	0.2
CC(C)=NOC(=O)c1ccc(-c2ccccc2)cc1	5%	3%	-0.4	50	11%	-1.5%	-7%	6%	-10%	i	0.1
CCOc1ccc2c(c1)/C(=C(\C(Cl)=C(Cl)Cl)[N+](=O)[O-])N2	0%	6%	0.4	74	7%	4.9%	-3%	4%	2%	+	2.0*
COCCNc1ccc(N2C(=O)C3CCCCC3C2=O)cc1[N+](=O)[O-] (centres undefined)	22%	-10%	1.6	56	2%	-1.3%	-9%	6%	-8%	i	0.4
COc1ccc(CCN(Cc2ccccn2)C(=S)Nc2ccccc2F)cc1OC	5%	-6%	2.7	62	10%	-0.7%	-4%	-5%	1%	i	0.8
Cc1ccc(-n2[nH]c(C)c(C=Nc3ccc(Br)cn3)c2=O)cc1	2%	-6%	8.9	45	9%	-1.1%	-8%	4%	-3%	i	0.3
CSc1cccc(NC(N)=S)c1	-3%	-7%	-0.4	62	17%	-2.6%	-9%	9%	-7%	i	0.8
CCCNCc1cc(OCC)c(OCC(N)=O)cc1Br	2%	-7%	0.9	45	7%	-0.8%	-2%	4%	-9%	i	0.4
CCOc1ccc(NC(=O)c2ccc(F)c(S(=O)(=O)N3CCN(c4ccccn4)CC3)c2)cc1	-2%	-3%	3.1	80	3%	1.1%	-2%	0%	-13%	i	1.6
COc1cccc(N2C(=O)CC(Sc3nc(C)cc(C)n3)C2=O)c1 (centres undefined)	4%	-9%	0.5	64	-3%	0.6%	-6%	17%	7%	i	0.4
COc1ccc(OCC(=O)NNC(=O)c2ccccn2)cc1	3%	-8%	0.3	90	5%	0.6%	-8%	9%	9%	i	1.0
Cc1ccccc1NC(=O)c1ccc(-n2cncn2)nc1	0%	-25%	0.6	86	11%	0.3%	0%	5%	39%	i	1.0
S=C(Nc1cc(Cl)cc(Cl)c1)N1CCN(c2ccccn2)CC1	-4%	-18%	-0.1	56	-22%	-1.3%	-5%	-1%	-5%	i	3.6
COc1cccc(Nc2nnc(SCn3nnc4ccccc4c3=O)s2)c1	0%	12%	0.8	58	11%	-2.4%	-2%	12%	-3%	i	2.1
CCOC(=O)N1CCC(n2c(SCC(=O)N3CCCC3)nc3ccccc3c2=O)CC1	0%	-1%	0.8	84	0%	2.4%	-2%	4%	-6%	i	1.5
COc1ccc(N(CC(=O)Nc2cccc(C(F)(F)F)c2)S(C)(=O)=O)cc1	2%	-1%	-1.2	77	4%	3.0%	-1%	0%	7%	i	1.1
CC(C)CN=Cc1c(O)c([N+](=O)[O-])cc2oc3c(c12)CCCC3	4%	-25%	14	40	2%	42%	2%	1%	-8%	i	0.5
Cc1ccnn2cc3c(=O)n(C)c(=O)n(C)c3c12	2%	5%	-0.2	62	4%	3.7%	0%	·	17%	·	·
O=C(Nc1ccc(Br)cc1F)c1ccncc1	0%	-13%	0.4	33	8%	-0.4%	-7%	13%	7%	i	0.5
COc1ccc2oc(=O)cc(-c3cc4ccccc4o3)c2c1	-7%	2%	1.9	61	-15%	-2.0%	-4%	0%	5%	i	0.0
COc1ccc(-c2nc(C)ncc2-c2ccc(Cl)cc2)c(O)c1	4%	16%	0.7	96	-6%	-1.4%	-6%	-6%	11%	i	0.8
N#C/C(C(=O)c1ccccc1)=C1/SC=C(N)N1c1ccccc1	-1%	32%	·	·	14%	134%	-4%	·	13%	·	·
CCn1cc(Br)c(C(=O)NN)n1	-9%	12%	1.3	63	-17%	-3.6%	-1%	10%	-6%	i	0.0
CC(Oc1ccccc1)C(=O)N1CCN=C1SCc1ccc(F)cc1 (centres undefined)	15%	-2%	2.3	65	7%	-0.6%	0%	9%	-6%	i	0.4
